# Screening data: PubChem BioAssay, National Center for Advancing Translational Sciences (NCATS)
# KCNH2 3.1 block = KCNH2 3.1 (human) potassium channel inhibition; U2OS KCNH2 3.1, thallium flux FluxOr; hits give low values; activity change, % (tested at about 1.8 µM); hit rate 0.95% among 340,000; AID 720553;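 active = maximum activity change below -70%; inconclusive = maximum activity change from -70% to -50%; inactive = maximum activity change above -50%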;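 note: thallium influx rate constant from kinetic fluorescence after stimulation buffer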
#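 Measured as rate of thallium-driven FluxOr signal in transduced U2OS cells carrying the 3.1 channel, read kinetically for 2 min upon stimulation; values are rate constants scaled to DMSO control wells.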
# BCR signal inh = inhibitors of chronic active B-cell receptor signaling. Potency, µM (titrated, usually from 46.1 µM), without a hit: at the highest dose ratio change, negative = lower green/red ratio, most hits filed as inhibitors. hit rate 0.05% among 340,000. ABC-DLBCL IkBa-CBG/CBR reporter, luminescence ratio, 4 h. AID 493014; active = well fitted inhibition curve with a large enough effect in the signal ratio, with a control signal flat, not every such curve was filed as active; inconclusive = small, poorly fitted or top-dose-only effect, or effect the other way, or a change in a side signal; the % refers to the signal ratio;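 note: potency is the fitted concentration of half-maximal effect; plate controls were basal doxycycline-induced cells for no effect and cells given 10 µM MG132 for full effect; MG132 reads +100%, hits lower the ratio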
#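 Cell line TMD8 (human ABC DLBCL), stably expressing tet-inducible CBG68-IkBa fusion and CBR; IMDM/0.5% FBS; cpd up to 46 uM; dox induction, 4 h, 37C/5% CO2; dual luminescence; green/red ratio; MG132 control.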
# USP2a block = USP2a (human) protease inhibition | O75604 | USP2 core, Ub-CHOP2 coupled fluorogenic reporter, 485/531 | Potency, µM (titrated, usually from 38.3 µM), for inactives: at the top dose activity change, negative = inhibition, usual class: inhibitors | hit rate 0.01% among 330,000;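 note: potency is the fitted concentration of half-maximal effect; plate controls were DMSO wells for no effect and full inhibition by NEM control for full effect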
# Target sequence (O75604 whole entry, looked up): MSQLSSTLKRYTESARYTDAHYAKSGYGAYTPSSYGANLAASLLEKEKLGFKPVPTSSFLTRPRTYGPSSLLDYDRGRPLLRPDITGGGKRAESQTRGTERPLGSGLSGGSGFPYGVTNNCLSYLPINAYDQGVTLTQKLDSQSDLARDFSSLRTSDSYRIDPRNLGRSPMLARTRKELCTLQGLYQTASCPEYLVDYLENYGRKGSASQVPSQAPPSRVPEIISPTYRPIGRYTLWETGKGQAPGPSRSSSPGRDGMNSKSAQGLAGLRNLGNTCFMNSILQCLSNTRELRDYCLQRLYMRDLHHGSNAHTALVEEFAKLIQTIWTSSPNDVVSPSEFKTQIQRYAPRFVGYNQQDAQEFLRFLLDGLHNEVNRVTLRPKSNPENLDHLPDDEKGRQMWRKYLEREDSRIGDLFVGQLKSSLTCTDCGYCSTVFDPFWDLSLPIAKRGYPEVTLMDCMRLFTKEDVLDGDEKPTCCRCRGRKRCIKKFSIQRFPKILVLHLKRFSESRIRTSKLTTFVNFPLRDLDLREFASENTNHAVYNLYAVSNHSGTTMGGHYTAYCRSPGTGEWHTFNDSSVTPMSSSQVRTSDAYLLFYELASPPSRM
#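 Deubiquitinase activity read as fluorescence (485/531 nm) after Ub-CHOP2 cleavage activates the enterokinase reporter on its substrate; USP2 core 10nM, Ub-CHOP2 and substrate 25nM each, 30min compound preincubation then 60min RT; data normalized to NEM, curves fitted.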
# B2AR arrestin = beta2AR (human) beta-arrestin recruitment activity | P07550 | beta-arrestin recruitment to beta2AR, cell-based reporter | Potency, µM (top dose mostly 46.1 µM), for the others: top-dose activation, hits mostly activators | hit rate 0.02% among 330,000;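 note: potency is the fitted concentration of half-maximal effect; 0% = DMSO controls and full agonism = EC100 isoproterenol or metaproterenol; nearly all actives have a fitted effect of over 65% in size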
# FBPA coupling cs = inhibits coupling enzyme system, counter-screen for aldolase hits; coupling enzyme system counterscreen, AmpLite Red fluorescence; activity change, negative = inhibition, % at 58.2 µM, hits read low; hit rate 0.67% among 290,000; AID 2472; in the data active = activity change below about -30%
#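 Activity here indicates interference with the coupling reaction, not aldolase inhibition. Compounds at 57.5 uM final met coupling enzymes for 10 min at RT; substrate and AmpLite Red detection followed, with a 525/598 nm fluorescence read after 20 min.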
# PKM2 act = activators of human pyruvate kinase M2 | P14618 | purified PKM2, Kinase-Glo ATP luminescence, activation; response scale: 0% is enzyme alone, no compound | Potency, µM (top dose mostly 57.5 µM), inactives show at the highest dose activation, actives largely listed as activators | hit rate 0.34% among 260,000 | AID 1631; note: potency is the fitted concentration of half-maximal effect; nearly all actives have a fitted effect of over 55% in size
#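 Kinase-Glo luminescence reports ATP generated from ADP (0.1 mM) and PEP (0.5 mM) by purified hPK-M2 after 1 h at room temperature, pH 7.2 imidazole buffer; intermediate enzyme activity allows detecting inhibitors and activators.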
# hERG WT inh = KCNH2 (human, wildtype) channel inhibition; activity change, % at 1.84 µM; hit rate 0.37% among 340,000; U2OS, BacMam KCNH2, thallium flux FluxOr; hits give low values;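 active = maximum activity change below -70%; inconclusive = maximum activity change between -70% and -50%; inactive = maximum activity change above -50%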
#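 U2OS cells were transduced with wild-type KCNH2 virus (2.03 x 10^8 / mL) for 4 h at room temperature, then cultured overnight at 37 C. Thallium flux was read with FluxOr dye. Rate constants were normalized to DMSO controls.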
# Giardia killer = kills Giardia lamblia; hit rate 0.15% among 340,000; activity change, % at 7.66 µM, hits read low; AID 540267; Giardia lamblia trophozoite viability; in the data active = activity change below about -80%; inconclusive = between about -30% and that limit;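 note: parasites exposed to compound for two days anaerobically before the ATP read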
#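 Giardia lamblia trophozoites (100 cells/well) were incubated with compounds for 48 h at 37 deg C under anaerobic conditions. Viability was read as ATP content by one-step luminescence after 15-30 min at room temperature.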
# Eya2 inh = Eya2 (human) phosphatase inhibition | O00167 | recombinant Eya2, OMFP fluorescence dephosphorylation (OMFP is methylfluorescein phosphate) | Potency, µM (series often up to 76.9 µM), without a hit: at the highest dose activity, negative = inhibition, actives largely listed as inhibitors | hit rate 0.006% among 330,000 | AID 488837; note: potency is the fitted concentration of half-maximal effect
#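 Eya2 protein (added as 0.2 uM solution) was preincubated with compound for 10 min at ambient temperature in 50 mM HEPES pH 7.5, 50 mM NaCl, 5 uM MgCl2, 0.05% BSA, 1 mM DTT. OMFP (added at 50 uM) then reacted 10 min; fluorescence read at 485/525 nm.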
# uPA surface inh = blocks generation of uPA at the cell surface. cell surface uPA generation assay, qHTS. Potency, µM (doses to about 38.3 µM), for inactives: top-dose activity change, negative = inhibition, hits mostly inhibitors. hit rate 0.31% among 330,000. AID 540303; active = well fitted inhibition curve with a large enough effect; inconclusive = small, poorly fitted or top-dose-only effect; inactive = no such curve, though single readings can be large or run the other way; tested in mouse RAW 264.7 cells; note: potency is the fitted concentration of half-maximal effect; nearly all actives have a fitted effect of over 55% in size
# GALK inh = galactokinase (human) inhibition | P51570 | Purified GALK, Kinase-Glo residual ATP luminescence | Potency, µM (top dose mostly 57.5 µM), inactives show top-dose activity change, negative = inhibition, most hits filed as inhibitors | hit rate 0.007% among 270,000 | AID 1868; note: potency is the fitted concentration of half-maximal effect
# Target sequence (P51570 whole entry, looked up): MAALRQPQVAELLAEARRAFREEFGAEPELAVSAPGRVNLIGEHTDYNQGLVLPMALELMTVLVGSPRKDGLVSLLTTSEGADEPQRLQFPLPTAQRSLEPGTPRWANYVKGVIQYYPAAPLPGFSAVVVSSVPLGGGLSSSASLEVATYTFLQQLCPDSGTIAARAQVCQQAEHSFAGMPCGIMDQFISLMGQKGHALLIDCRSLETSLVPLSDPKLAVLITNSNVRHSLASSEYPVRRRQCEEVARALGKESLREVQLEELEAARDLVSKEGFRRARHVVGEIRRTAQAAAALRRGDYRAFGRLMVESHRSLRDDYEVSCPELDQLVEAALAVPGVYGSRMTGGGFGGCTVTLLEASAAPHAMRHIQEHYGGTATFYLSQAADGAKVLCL
#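 ATP-depletion format; final 35 uM ATP, 100 uM D-galactose, 5 nM enzyme; pH 8.0 HEPES/Mg2+ buffer; 60 min RT; luminescence read 10 min after detection reagent.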
# Numbers without * were called inactive; ? = inconclusive; nt = no result given; & = joins results of further samples; [ ] = dose if it differs, or a comment. Unless noted, calls come from the whole dose curve; as a rule, active = well fitted curve in the direction sought with a large enough effect; inconclusive = small, poorly fitted or top-dose-only effect, or another doubt; inactive = no such curve, though single readings can be large; an effect the other way counts as inactive or inconclusive. Unless noted, % is set by controls: 0 for no effect and ±100 for the full control effect.
SMILES,KCNH2 3.1 block,BCR signal inh,USP2a block,B2AR arrestin,FBPA coupling cs,PKM2 act,hERG WT inh,Giardia killer,Eya2 inh,uPA surface inh,GALK inh
Cc1ccc(S(=O)(=O)N2CCN(Cc3nc4ccccc4[nH]3)CC2)cc1C,-1,?,0%,-3.4%,1,6%,9,-16,9%,5%,1%
CSc1sc(C)cc1C1C(C#N)=C(N)N(c2cccnc2)C2=C1C(=O)CCC2 (stereo unspecified),4,8%,-1%,0.3%,-4,8%,9,-9,-7%,?,-2%
COCC(C)NC(=O)c1ccc(Cl)c(Cl)c1 (stereo unspecified),-39,2%,3%,-0.3%,3,-7%,11,6,5%,5%,-3%
COC(=O)Nc1ccc2c(c1)N(C(=O)CCN1CCN3CCCC3C1)c1ccccc1S2 (stereo unspecified),-1,10%,-1%,0.3%,1,-1%,14,-13,10%,1%,0%
Cc1ccc(S(=O)(=O)NCCNC(=O)CN2CCCC2)cc1,-4,-17%,0%,-0.1%,-1,-15%,3,-5,10%,3%,0%
CN(C(=S)Nc1ccc(SC(F)F)cc1)C(c1ccccc1)c1ccccc1,0,5%,0%,-1.7%,-3,nt,-3,-1,7%,?,-1%
C/C(=C\c1ccco1)CN1CCN(Cc2ccc(C)o2)C(CCO)C1 (stereo unspecified),-36,-1%,-1%,-0.1%,3,1%,9,6,18%,3%,11%
O=C(CC12CC3CC(C1)CC(CC(=O)NC1=NCCS1)(C3)C2)NC1=NCCS1,6,2%,0%,0.0%,0,-5%,2,14,-29%,0%,2%
O=C(NC(Cc1c[nH]c2ccccc12)C(=O)N/N=C/c1cccc2ccccc12)c1cccs1 (stereo unspecified),-3,?,0%,-0.1%,0,-11%,-8,-19,4%,-1%,0%
O=C(CCS(=O)(=O)Cc1ccccc1)Nc1ccc2c(c1)OCCO2,9,-5%,-1%,-0.7%,-2,2%,-2,16,?,5%,0%
Cc1cccc(NC(=S)NN2CCOCC2)c1C,9,?,1%,-0.2%,2,-12%,-3,-11,-20%,0%,-1%
Cc1ccc(C2C3CN(C(C)C)CC=C3C(C#N)=C(N)C2(C#N)C#N)cc1 (stereo unspecified),-12,1%,?,-1.3%,-16,16%,-4,15,2%,2%,0%
Cc1ccc(-n2nnc3c(=O)n(CC(=O)NCc4ccco4)cnc32)cc1,23,-7%,-2%,-0.8%,0,2%,12,0,-11%,?,2%
COc1ccc(N2CC(C(=O)N(CC(C)C)c3c(N)n(Cc4ccccc4)c(=O)[nH]c3=O)CC2=O)c(OC)c1 (stereo unspecified),-42,7%,0%,0.0%,nt,nt,-7,11,4%,-2%,nt
O=c1[nH]c(C2CCN(S(=O)(=O)c3ccc(S(=O)(=O)NC4CC4)cc3)CC2)nc2c1nnn2Cc1ccc(F)cc1,36,?,-11%,0.5%,1,nt,0,-9,7%,6%,0%
COc1ccc2c(c1)OC(O)(C(F)F)CC2=O (stereo unspecified),-7,5%,1%,-0.1%,6,11%,-8,-19,8%,13%,-3%
C=CC(C)(C)c1[nH]cnc1/C=C1\NC(=O)C(C(C)C)NC1=O (stereo unspecified),-3,-5%,3%,-0.4%,1,-8%,-12,8,-8%,?,3%
COc1ccc(OC)c(S(=O)(=O)N2CCC(C(=O)N3CCCCCC3)CC2)c1,13,1%,1%,-0.5%,-1,nt,23,-22,-2%,-1%,8%
CCCCN(C)C(=O)c1nc2ccccn2c1CN1CCN(C/C=C/c2ccccc2)CC1,-102*,3%,0%,0.3%,1,-3%,-32,-10,7%,-8%,2%
Cc1cc(C)cc(NC(=O)c2cccn2-c2ncc(C(F)(F)F)cc2Cl)c1,9,21%,6%,-0.1%,-5,1%,20,16,?,nt,-1%
CC(C)Cn1c(N)c(C(=O)COC(=O)c2cc(C(F)(F)F)nc3c(C(F)(F)F)cccc23)c(=O)n(C)c1=O,nt,?,3%,-0.6%,0&1,8%&-1%,nt,nt,1%,nt,nt
CC(C)(C)C(=O)OCc1nc(-c2ccc3c(c2)OCCO3)cs1,-4,11%,-3%,-0.1%,0,nt,4,?,-8%,-12%,1%
CCCN1C2CCCC1CC(NC(=S)Nc1cc(C)ccc1C)C2 (stereo unspecified),8,-9%,0%,0.4%,0,-2%,7,-6,1%,-3%,1%
N#Cc1cc(Nc2c(N)nc[nH]c2=O)c([N+](=O)[O-])cc1C#N,10,0%,-1%,0.0%,1,nt,0,14,?,-7%,3%
Clc1nc(-c2cccnc2)nc2scc(-c3ccccc3)c12,0,-15%,-9%,-0.3%,4,-3%,nt,1,-11%,?,1%
O=S(=O)(NCc1cccnc1)c1ccc(Cl)s1,9,6%,0%,0.0%,nt,-2%,-1,41[activator],8%,-3%,0%
COc1ccc(C(CCN(Cc2ccc(OC)c(OC)c2)C(C)=O)c2ccccc2)cc1 (stereo unspecified),-1,?,2%,4.0%,7,-4%,nt,-1,-10%,-19%,-1%
COc1ccc2cc3cc(C(=O)Nc4cc(OC)c(OC)c(OC)c4)oc3nc2c1,-20,13%,5%,-0.4%,1,-2%,5,2,9%,1%,-1%
COC(=O)c1onc(-c2c(C)cc(C)cc2C)c1C(=O)OC,2,2%,1%,-0.3%,0,3%,0,25,-9%,-3%,nt
COc1cc2c(cc1OC)C(C(=O)NCCN(C)C)C(c1cccs1)N(C)C2=O (stereo unspecified),15,5%,4%,0.0%,1,0%,1,17,-8%,2%,-1%
CC(C)(C)c1ccc(C(=O)Nc2nnc(SCC(=O)NCC3CCCO3)s2)cc1 (stereo unspecified),2,0%,2%,-0.2%,nt,-9%,10,-93*,0%,0.89µM*,8%
O=C(Nc1ccccc1C(F)(F)F)N1CCN(c2ccc3nnc(-c4ccc(F)cc4)n3n2)CC1,-1,?,-1%,0.0%,-3,6%,6,8,-25%,nt,-5%
CCOC(=O)N1CCC(NC(=O)c2cc(C(=O)Nc3ccc(OC)c(OC)c3)ccc2CO)CC1,-7,?,4%,0.3%,2,0%,0,2,3%,-6%,1%
CCCCCOc1ccc(/C=c2\sc3nc(=O)c(-c4ccccc4)nn3c2=O)cc1OC,-8,11%,-4%,-0.1%,1,-5%,-21,-12,-6%,5%,1%
COc1cccc(-n2c(C)n[nH]c2=O)c1,0,-4%,3%,-0.4%,0,0%,-5,-15,-3%,-1%,2%
COc1ccc(OCC(=O)N/N=C(/C)Cc2ccccc2)cc1,-26,-3%,4%,-0.7%,-8,12%,7,0,3%,-6%,0%
CC(OC(=O)c1ccc2ccccc2n1)C(=O)Nc1ccc(N2CCOCC2)cc1 (stereo unspecified),-7,0%,2%,-0.1%,2,-4%,-6,-8,-10%,-2%,-4%
COc1ccc(CCC(=O)OCC(=O)Nc2sccc2C(N)=O)cc1,-1,0%,-2%,-0.2%,nt,nt,-4,-11,13%,8%,nt
Cc1ccc(C2C3=C(CCCC3=O)Nc3nc(SCC(=O)NCc4ccco4)[nH]c(=O)c32)cc1 (stereo unspecified),8,10%,1%,-3.7%,2,7%,0,7,16%,-2%,2%
O=C(Nc1ccccc1C(=O)N1CCOCC1)C1CCC(=O)N1C1CCCC1 (stereo unspecified),-16,14%,0%,-0.4%,1,6%,6,16,4%,nt,-3%
CCc1ccc(NC(=S)N(CCCN2CCOCC2)Cc2ccccn2)cc1,8,-1%,-2%,-0.1%,-1,-19%,14,-2,-13%,-13%,0%
O=C(CN1C(=O)/C(=C/c2ccccc2Cl)SC1=S)NC1C=CS(=O)(=O)C1 (stereo unspecified),-11,?,-1%,-0.7%,nt,nt,-1,10,-7%,-9%,-3%
COc1cccc(-c2ncc3ccccc3c2COC(=O)N2CCOCC2)c1,4,-7%,0%,0.0%,nt,nt,6,-14,14%,-11%,nt
CCC(Oc1ccccc1)C(=O)O/N=C(\N)c1ccc(OC)c(OC)c1 (stereo unspecified),-18,-1%,-1%,-1.0%,-1,-5%,-17,0,1%,9%,0%
O=S(=O)(Nc1cccc(-n2cnnn2)c1)c1ccc(Cl)cc1,10,0%,2%,0.5%,nt,nt,3,6,4%,4%,4%
Nc1ccc2nc(CCc3ccccc3)[nH]c2c1,6,5%,1%,-2.5%,-4,-2%,12,-4,7%,-3%,0%
Oc1cccc(-c2nc3ccc4ccccc4c3c3c2CCC3)c1,0,?,2%,0.1%,-2,-3%,-4,4,-28%,6%,-1%
O=C(O)c1ccccc1/C=N/NC(=S)NCc1ccccc1,1,11%,9%,-0.5%,20,0%,0,7,6%,0%,1%
